From PubChem
Mtb UGM inh = blocks M. tuberculosis UGM enzyme. P9WIQ1. purified UGM, fluorescence polarization probe displacement. inhibition, % at 10 µM. 0.06% of 320,000 active. AID 504406; in the data active = inhibition above about 10%, passing the limit was not always enough; inconclusive = no clear call, values can overlap the other calls
Target sequence (P9WIQ1 whole entry, looked up): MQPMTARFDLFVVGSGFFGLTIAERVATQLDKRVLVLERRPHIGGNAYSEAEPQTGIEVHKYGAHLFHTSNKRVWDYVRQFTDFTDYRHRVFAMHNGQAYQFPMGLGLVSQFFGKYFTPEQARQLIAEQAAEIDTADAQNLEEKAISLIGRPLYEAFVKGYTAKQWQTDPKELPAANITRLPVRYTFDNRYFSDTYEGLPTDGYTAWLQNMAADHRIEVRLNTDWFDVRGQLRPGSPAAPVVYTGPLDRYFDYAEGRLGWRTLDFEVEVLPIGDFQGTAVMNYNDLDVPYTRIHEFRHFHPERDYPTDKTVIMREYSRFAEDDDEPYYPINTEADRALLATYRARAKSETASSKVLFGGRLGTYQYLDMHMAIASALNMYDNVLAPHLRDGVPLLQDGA
Mtb BioA inh = blocks M. tuberculosis BioA enzyme activity; purified M. tuberculosis BioA enzyme, plate reader; inhibition, % at 9.99 µM; 0.096% of 360,000 active; AID 602481; in the data active = inhibition above about 40%; inconclusive = no clear call, values can overlap the other calls
CCHFV vOTU inh = blocks the CCHF virus ovarian tumor domain protease; AID 651958; inhibition, % at 11.5 µM; 0.55% of 370,000 active; CCHFV vOTU protease, Pep-AMC fluorescence; also: 0% = vehicle wells with enzyme and 100% = no enzyme wells
GDH-TPI inh = inhibits GDH-TPI coupling enzymes, artifact for Mtb FBA screen | GDH-TPI coupled enzyme counterscreen, NADH absorbance | inhibition, % at 4.8 µM | 1.2% of 360,000 active | AID 588335;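 also: 0% = DMSO wells and 100% = wells lacking the enzyme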
FadD28 binding = M. tuberculosis FadD28 bisubstrate binding inhibition; AID 588549; inhibition, % at 12.5 µM; 0.22% of 360,000 active; FadD28 bisubstrate probe binding, fluorescence polarization; in the data active = inhibition above about 8.5%, passing the limit was not always enough; inconclusive = no clear call, values can overlap the other calls
Mtb FBA inh = inhibitors of M. tuberculosis fructose-bisphosphate aldolase; inhibition, % at 1 µM; purified M. tuberculosis FBA, fluorescence read-out; 2.3% of 360,000 active; in the data active = inhibition above about 27%;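 also: 0% = vehicle and 100% = reference inhibitor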
Target sequence (P9WQA3 whole entry, looked up): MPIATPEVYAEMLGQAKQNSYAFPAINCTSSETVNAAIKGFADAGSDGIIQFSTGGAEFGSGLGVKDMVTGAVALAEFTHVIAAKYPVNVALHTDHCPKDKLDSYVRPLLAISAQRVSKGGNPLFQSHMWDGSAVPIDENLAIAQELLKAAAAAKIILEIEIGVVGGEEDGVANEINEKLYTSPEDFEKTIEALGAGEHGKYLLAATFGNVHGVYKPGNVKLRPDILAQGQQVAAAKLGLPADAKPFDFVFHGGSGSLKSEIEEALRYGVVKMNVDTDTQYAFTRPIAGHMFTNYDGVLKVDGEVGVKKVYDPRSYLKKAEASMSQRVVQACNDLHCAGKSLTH
PrPC TRFRET = cell surface PrPC inhibition, primary TR-FRET screen. P04156. TR-FRET read-out. inhibition, % at 13.8 µM. 0.43% of 370,000 active. AID 720596; in the data active = inhibition above about 24%; also: 0% = median of the test wells and 100% = reference compound wells
BoNT A protease = inhibitors of Botulinum neurotoxin A light chain protease; multiplex microsphere protease substrate cleavage, flow cytometry; 0.17% of 360,000 active; AID 588499; inhibition, % at 10 µM; in the data active = inhibition above about 30%; inconclusive = no clear call, values can overlap the other calls; also: plate controls were buffer without enzyme for full effect and enzyme alone for no effect
BoNT-F LC inh = BoNT F light chain protease inhibition; Multiplex microsphere protease cleavage assay, flow cytometry; inhibition, % at 10 µM; 0.22% of 360,000 active; in the data active = inhibition above about 35%, passing the limit was not always enough; inconclusive = no clear call, values can overlap the other calls; also: plate controls were buffer without enzyme for full effect and enzyme alone for no effect
* = called active by the depositor; ? = inconclusive; . = not tested or not shown; & = joins results of further samples. Rule as the data show it, unless noted: active = inhibition above about 30%; inactive = the rest. The order is random; overall some 4.8% were active at least once.

compound,GDH-TPI inh,FadD28 binding,CCHFV vOTU inh,BoNT A protease,Mtb FBA inh,Mtb BioA inh,PrPC TRFRET,Mtb UGM inh,BoNT-F LC inh
Cc1c(Cl)cnc(NC(=O)COC(=O)[C@H](C)NC(=O)c2ccccc2)c1Cl,3,1.3,5,3.8,4,0.2,-3,.,-2
COc1cccc(S(=O)(=O)N2CCN(c3ccccc3F)CC2)c1,2,-2.5,3,0.8,1,1.2,5,2.6,11
COc1ccccc1OCC(=O)NCCS(=O)(=O)N1CCN(c2ccccc2)CC1,6,-1.0,11,9.3,5,1.8,8,-0.9,?
Cc1cc(=O)oc2cc(OC(C)C(=O)Nc3ccc(C(N)=O)cc3)ccc12 (configuration not stated),15,.,-3,1.3,17,2.5,-2,-1.5,5
CCOc1cc(C2NC(=O)NC2=O)ccc1O (configuration not stated),5,1.8,22,-6.2,0,.,0,-0.5,-17
CCOC(=O)c1c(NC(=O)CSC(=S)N(C)C)sc(C)c1C,-5,-3.3,-5,-0.8,-3,.,-8,-3.6,-5
c1ccc2c(CCNc3ncnc4nc[nH]c34)cccc2c1,2,-6.5,0,0.9,-2,-1.1,5,-1.0,0
CCOC(=O)c1nc(Nc2ccccc2)c2ccccc2n1,22,-2.4,-5,-0.1,-1,-0.5,5,3.6,-7
CCNC(=O)NC(=O)C(C)Sc1nnc(COc2ccccc2Cl)o1 (configuration not stated),2,1.4,-1,-0.6,1,-2.8,0,0.2,-8
CSc1ccccc1C(=O)NCc1ccc(C)cc1,3,-1.9,-19,-0.1,1,.,6,-1.7,0
CCOC(=O)c1cc([N+](=O)[O-])sc1NC(=O)c1ccc(S(=O)(=O)N2CC3(C)CC2CC(C)(C)C3)cc1 (configuration not stated),3,-4.0,2,1.2,-4,.,-4,-0.6,-2
CCC1C(=O)Nc2ccccc2N1C(=O)c1ccc(Cl)nc1 (configuration not stated),13,-0.5,3,0.1,4,.,11,-2.9,-6
O=S(=O)(c1ccccc1)N1CCN(c2cc(-c3ccccc3)nc3ncnn23)CC1,11,-0.7,-8,-2.0,3,-1.7,-3,0.7,-16
CN(CC(=O)Nc1ccccc1Cl)CC(=O)Nc1cccc2ccccc12,4,-0.6,0,-0.6,1,3.1,-2,2.8,-8
O=C(c1ccc(SCc2cccc(Br)c2)c([N+](=O)[O-])c1)N1CCN(c2ccccn2)CC1,5,0.8,-10,-0.6,0,.,-7,-3.2,2
CCc1nnc(NC(=O)CSc2nnc(Cc3cccn3C)n2CCOC)s1,-8,0.6,-6,-0.5,1,1.0,-1,0.6,4
N[C@@H](Cc1ccc(O)cc1)c1nnc([C@H](CCC(=O)O)NC(=O)C2CCNCC2)o1,-5,-4.6,0,0.3,-3,-1.4,-3,3.4,-10
Cc1ccc(NC(=O)CCS(=O)(=O)c2ccc3nc(C)sc3c2)c(C)c1,-5,-1.1,1,0.1,3,-0.6,-1,.,-6
N#CCCN(C(=O)CSc1nc2ccccc2c(=O)[nH]1)c1ccc(F)cc1,3,-1.6,-5,-1.3,-2,-0.7,9,0.7,-14
CCCCc1nn(-c2cc(Cl)ccc2OC)c2c1C(=O)CC(C)(C)C2,4,-0.8,9,-0.4,6,-1.6,15,-1.1,0
Nc1ncnc2c1ncn2[C@@H]1O[C@H](C(=O)N[C@H]2c3ccccc3C[C@H]2O)[C@@H](O)[C@H]1O,.,0.3,10,0.0,-5,-0.5,2,.,8
Cn1ccc2c(-c3cccnc3)cc3c(c21)C1CCC3C1 (configuration not stated),.,1.0,-6,0.8,6,4.6,-1,.,2
O=C(CCCNC(=O)c1ccc(Cl)cc1)Nc1ccc(Br)cc1,2,-3.1,11,-7.4,4,-1.3,11,-0.1,-32
COCCn1c(SCC(=O)Nc2cccc(OC)c2)nnc1-c1ccccc1,2,-1.0,-19,-1.7,0,1.8,10,2.0,-8
COc1ccc(NC(=S)N2CCN(S(=O)(=O)c3ccc(F)cc3)CC2)cc1OC,8,-0.8,5,-0.1,1,2.9,1,-4.1,5
O=c1[nH]c(-c2ccc(-c3cccc(Cl)c3)o2)nc2ccccc12,14,-0.3,4,0.5,12,-1.4,-3,-0.8,1
C=CCc1ccc(OCC(O)CN2CCN(Cc3ccc(Cl)cc3)CC2)c(OC)c1 (configuration not stated),-4,-3.1,8,-0.2,-5,.,-5,4.2,-3
O=C(NNc1nc2ccc(Cl)cc2s1)c1cc(-c2cccs2)nc2ccccc12,14,-0.3,5,-0.6,8,-0.2,7,5.6,-8
O=C1NC(=S)NC(=O)C1Cc1ccccc1O,3,-1.0,-6,-0.4,0,.,-3,.,-1
COC(=O)c1cc(C)sc1NC(=O)CSc1ncccn1,4,-0.7,10,-0.7,2,4.1,-5,2.7,-10
CCN(CC)CCNC(=O)c1ccc(NC(=O)c2cc(S(=O)(=O)N3CCCCC3)ccc2C)cc1,-6,-0.9,-9,0.6,-3,0.0,-3,-5.8,?
COc1ccc(-c2cc(=O)oc3cc(OCC(=O)N(C)C)ccc23)cc1,21,-0.3,7,1.5,7,5.8,-19,2.9,-22
O=C(CSc1nnc(CNc2cccc(C(F)(F)F)c2)n1Cc1ccco1)NCc1ccco1,3,-1.9,6,.,2,0.1,-1,-3.1,.
Cc1ccc2oc(C(=O)NCCCN3CCOCC3)c(C)c2c1,-2,-4.1,3,2.3,15,-0.2,-8,-1.0,2
O=C(Cc1cccs1)N(CC1CCCO1)C1(C(=O)NC2CCCCC2)CCCCC1 (configuration not stated),2,-0.7,-4,-0.6,-1,.,-4,-0.7,5
COc1ccc(OCC(=O)Nc2cc(NC(=O)COc3ccc(OC)cc3)cc(C(=O)O)c2)cc1,-23,-6.5,17,-2.6,-3,1.9,-8,3.4,12
CCOC(=O)CSc1nnc2cc(C)c3ccccc3n12,-2,-2.1,6,-0.1,4,0.4,-3,-0.4,10
CCC(C)(C)C1CCc2[nH]nc(C(=O)N/N=C(\C)c3ccco3)c2C1 (configuration not stated),14,-1.8,-1,.,2,-5.2,1,-2.1,.
O=C(N/C(=C\c1ccccc1)C(=O)N1CCOCC1)c1ccc(Br)o1,12,-1.4,7,-2.2,1,-0.6,3,0.7,-1
Cc1cc(S(=O)(=O)NCCc2ccccc2)ccc1-n1cnnn1,-11,-4.5,-3,-0.2,2,1.9,8,-1.2,0

Some of the entries so far, with values under each structure.
The line under a structure holds: GDH-TPI inh, FadD28 binding, CCHFV vOTU inh, BoNT A protease, Mtb FBA inh, Mtb BioA inh, PrPC TRFRET, Mtb UGM inh, BoNT-F LC inh
- C=CCc1ccc(OCC(O)CN2CCN(Cc3ccc(Cl)cc3)CC2)c(OC)c1 (configuration not stated)
    -4, -3.1, 8, -0.2, -5, ., -5, 4.2, -3
- CCN(CC)CCNC(=O)c1ccc(NC(=O)c2cc(S(=O)(=O)N3CCCCC3)ccc2C)cc1
    -6, -0.9, -9, 0.6, -3, 0.0, -3, -5.8, ?
- COc1ccc(-c2cc(=O)oc3cc(OCC(=O)N(C)C)ccc23)cc1
    21, -0.3, 7, 1.5, 7, 5.8, -19, 2.9, -22
- Cc1cc(S(=O)(=O)NCCc2ccccc2)ccc1-n1cnnn1
    -11, -4.5, -3, -0.2, 2, 1.9, 8, -1.2, 0

The list goes on:
compound,GDH-TPI inh,FadD28 binding,CCHFV vOTU inh,BoNT A protease,Mtb FBA inh,Mtb BioA inh,PrPC TRFRET,Mtb UGM inh,BoNT-F LC inh
COc1cccc(C2C(C#N)=C(N)OC(C(C)(C)C)=C2C#N)c1 (configuration not stated),-5,-7.1,-3,0.0,2,-0.2,6,0.8,-5
COc1ccccc1NS(=O)(=O)c1cccc(NC(=O)Nc2cccc(Cl)c2)c1,0,?,-1,0.6,-3,.,6,-2.1,0
O=C1CCCC2=C1C(c1ccc(O)c(O)c1)Nc1ccc3ccccc3c12 (configuration not stated),14,-0.5,-13,.,2,0.7,1,-2.9,.
CCOC(=O)CN(C#N)c1nc(C)cc(C)n1,-8,-1.8,-5,-0.2,-4,-2.5,2,0.0,-1
O=C(CC1N=C(Cc2ccccc2)NNC1=O)N/N=C/c1ccc([N+](=O)[O-])cc1 (configuration not stated),23,-2.9,-2,0.2,2,-0.2,-37,0.3,1
CCOC(=O)[C@H]1[C@H]2COc3ccc(Cl)cc3[C@@H]2N2C(=O)[C@@H](CO)NC(=O)[C@@]12C,9,-2.4,-1,0.3,1,1.0,-10,-0.5,-11
CC[n+]1c(C)cc2c(sc3ccccc32)c1C,-3,-1.7,-2,0.5,16,.,-2,.,2
CCOc1ccc(CNC(=O)C2CCCN(S(C)(=O)=O)C2)cc1OC (configuration not stated),3,-0.9,9,?,5,-1.3,7,2.3,-2
O=c1c(-c2ccc([N+](=O)[O-])cc2)coc2c(O)c(O)ccc12,17,0.4,8,0.4,-2,.,-10,-1.6,6
O=C(O)c1ccc(NC(=O)C2CCN(S(=O)(=O)c3ccc4c(c3)OCCO4)CC2)cc1,-6,0.4,2,0.3,4,1.7,3,.,0
Cc1nn(CC(=O)N/N=C/c2ccc(F)cc2)c(C)c1[N+](=O)[O-],-18,-2.7,1,-2.9,2,.,2,-0.4,?
FC(F)(F)c1cc(CCN2C(=S)NC[C@@H]2Cc2ccccc2)cc(C(F)(F)F)c1,8,-2.2,16,-1.3,-1,0.5,-7,1.3,-11
O=C(CCOc1ccc(F)cc1)Nc1nccs1,-16,-2.0,-11,-0.2,0,-0.2,-3,0.7,?
COC(=O)C[C@H]1C[C@@H]2c3cc(NS(=O)(=O)c4ccc(OC)cc4)ccc3O[C@@H]2[C@H](CO)O1,6,-2.1,12,-0.4,-1,-0.4&0.1,-6,.,-5
CC1(C)Cc2cccc(OCC(=O)OCC(=O)Nc3ccccc3)c2O1,3,-2.2,-3,-1.2,-1,-0.8,-2,-0.6,0
COc1ccc(N2CCN(C(=O)CN(c3cccc(Br)c3)S(C)(=O)=O)CC2)cc1,6,-1.5,-3,-0.4,-1,1.6,1,-0.3,-13
CN(C)CCC(=O)NCC1OCCc2ccccc21 (configuration not stated),6,-0.3,1,-1.3,-1,1.6,8,0.0,2
CCCCN1C(N)=NC[C@H]1Cc1ccc(O)cc1,3,-0.8,11,-0.3,-2,2.1,-7,-2.8,-3
CCOC(=O)Cc1csc(N(C)C)n1,2,0.6,-6,-0.5,2,.,6,0.4,2
CCn1c(Nc2ccccc2Cl)nc2ccccc21,5,-2.0,12,-0.2,2,.,7,1.1,6
COCCCNC(=O)CC(NS(=O)(=O)c1ccc(F)cc1)c1ccc(OC)cc1 (configuration not stated),6,-2.5,-12,0.4,0,.,2,0.3,-1
